Bioassay records (PubChem)
AGP1-GFP MLPCN – alters AGP1-GFP fluorescence in TOR pathway yeast screen; S. cerevisiae AGP1-GFP multiplex flow cytometry, 3 h; GFP as percent of DMSO wells; GFP response vs DMSO, % at 10 µM; 320,000 tested, 0.02% active;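 active = GFP response relative to DMSO above a set limit, near screen average plus 3 SD, cut at about 150% in these data; inconclusive = fewer than 70 cells counted for the yeast strain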;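 note: median GFP channel fluorescence of the gated AGP1 strain per well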
LAP4 TOR yeast – alters LAP4-GFP fluorescence in TOR pathway yeast screen; GFP response vs DMSO, % at 10 µM; 320,000 tested, 0.34% active; AID 2023; S. cerevisiae LAP4-GFP multiplex, flow cytometry GFP, 3 h; median GFP as percent of DMSO wells;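 active = GFP response vs DMSO above a set limit, about the screen mean plus 3 SD, cut at about 150% in these data; inconclusive = under 70 cell events counted for the yeast strain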
CR mimetic SO – lowers age-related superoxide in aged yeast cells; superoxide response (% of plate mean), % at 10 µM; S. cerevisiae aged cells, superoxide DHE fluorescence; active compounds read low; AID 2690; 330,000 tested, 0.18% active;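 active = superoxide response under a set limit, about three screen SD below normal, cut at about 65% in these data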;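 note: yeast aged for seven days with compound at 30 °C before DHE staining; 100% = average MFI of all compound-treated wells on the plate with controls excluded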
MEP2 TOR yeast – modulators of TOR pathway MEP2-GFP in S. cerevisiae | S. cerevisiae MEP2-GFP strain, flow cytometry GFP, 3 h; 100% = DMSO control level | GFP response vs DMSO, % at 10 µM | 330,000 tested, 0.51% active | AID 2016;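 active = GFP response versus DMSO above a set limit, roughly screen mean plus 3 SD, cut at about 180% in these data; inconclusive = fewer than 70 cells counted for a yeast strain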;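 note: median GFP fluorescence of the barcode-gated MEP2-GFP cells per well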
RPL19A TOR yeast – yeast TOR pathway RPL19A-GFP modulation; percent response vs DMSO, % at 10 µM; S. cerevisiae RPL19A-GFP strain, flow cytometry, 3 h; active compounds read low; 330,000 tested, 0.3% active; AID 2025;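 active = percent response vs DMSO below 50%; inconclusive = fewer than 70 events counted for the yeast strain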;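 note: median channel GFP fluorescence of the barcoded RPL19A-GFP strain; ratio of sample median GFP to plate DMSO average so 100% = DMSO; lower means less RPL19A-GFP as with rapamycin TOR inhibition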
CIT2-GFP yeast – alters CIT2-GFP fluorescence in TOR pathway yeast screen; S. cerevisiae CIT2-GFP strain, flow cytometry, 3 h; 100 means same as DMSO wells; GFP response vs DMSO, % at 10 µM; 320,000 tested, 0.065% active; AID 2029;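 active = GFP response relative to DMSO above a set limit, near the screen mean plus 3 SD, cut at about 150% in these data; inconclusive = Fewer than 70 cells measured for a yeast strain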;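 note: ratio of well median GFP fluorescence to mean of DMSO wells on the plate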
VLA-4 inh – inhibition in a human VLA-4 binding assay. P13612. VLA-4 expressing cells, ligand binding flow cytometry. inhibition, % (about 7 µM as worked out from the volumes in the protocol). 330,000 tested, 0.2% active. AID 2557; in the data active = inhibition above about 50%
GRK2 inh – inhibitors of human GRK2 displacing RNA aptamer; P25098; bead flow cytometry, FAM-aptamer displacement from GRK2; inhibition of aptamer binding, % at 10 µM; 330,000 tested, 0.59% active;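 active = inhibition of aptamer binding above 40%, roughly 3 SD of noise, on plates passing a quality check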;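 note: median bead fluorescence of bound FAM aptamer so fluorescent compounds give negative values; no value below 0 was filed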
Target sequence (P25098 whole entry, looked up): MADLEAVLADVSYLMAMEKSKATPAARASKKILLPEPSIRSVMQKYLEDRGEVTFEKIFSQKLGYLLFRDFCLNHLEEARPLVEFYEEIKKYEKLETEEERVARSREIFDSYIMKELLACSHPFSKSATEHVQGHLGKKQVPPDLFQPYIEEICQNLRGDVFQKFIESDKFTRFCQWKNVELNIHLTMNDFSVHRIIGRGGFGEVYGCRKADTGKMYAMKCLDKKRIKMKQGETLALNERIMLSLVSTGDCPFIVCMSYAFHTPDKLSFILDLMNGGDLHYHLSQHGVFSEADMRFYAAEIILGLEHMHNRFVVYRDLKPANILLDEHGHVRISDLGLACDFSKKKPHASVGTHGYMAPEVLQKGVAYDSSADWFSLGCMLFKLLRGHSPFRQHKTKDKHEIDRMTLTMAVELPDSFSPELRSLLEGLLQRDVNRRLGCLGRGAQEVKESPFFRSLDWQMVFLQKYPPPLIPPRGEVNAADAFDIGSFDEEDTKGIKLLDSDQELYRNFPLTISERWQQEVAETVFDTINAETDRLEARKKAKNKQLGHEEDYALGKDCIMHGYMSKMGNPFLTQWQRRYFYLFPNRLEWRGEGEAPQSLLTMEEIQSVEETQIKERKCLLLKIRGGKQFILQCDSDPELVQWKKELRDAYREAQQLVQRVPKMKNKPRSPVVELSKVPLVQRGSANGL
Starred values were filed as active, the others as inactive; u = inconclusive; [ ] = another dose, or the depositor's remark.

SMILES	AGP1-GFP MLPCN	LAP4 TOR yeast	CR mimetic SO	MEP2 TOR yeast	RPL19A TOR yeast	CIT2-GFP yeast	VLA-4 inh	GRK2 inh
COc1ccc(NC(=O)CSc2nc3ccccc3c(=O)n2CCCN2CCC(C)CC2)c(OC)c1	105	103	104	103	97	97	12	0
CC(=O)Nc1nc2ccc(NC(=O)c3ccco3)cc2s1	89	90	120	93	94	86	-1	0
Cc1cc(C(=O)COc2ccc(C#N)cc2)c(C)n1CC1CCCO1 (stereo unspecified)	100	95	77	99	101	99	-8	0
CCOc1ccc(CNC(=O)C2CCN(c3nnc(C)c4c(C)n(-c5ccc(C)cc5)nc34)CC2)cc1	102	94	82	125	110	113	-5	0
Nc1nc2c(Cl)cc(Cl)cc2s1	90	92	96	92	94	90	-4	0
CN(C)CCCN1C(=O)CSC1c1ccc([N+](=O)[O-])cc1 (stereo unspecified)	104	99	94	103	98	96	-5	3
CCOc1ccc(NC(=O)CSc2nc(O)c(C)c(=O)n2-c2ccc(F)cc2)cc1	96	85	101	105	98	110	-7	3
Cn1c(CCNC(=O)c2cccs2)nnc1SCC(=O)N1CCN(c2ccccc2)CC1	107	105	111	102	104	113	9	3
CC(C)(C)c1ccc(-c2nnc(SCC(=O)c3ccc4c(c3)OCCO4)o2)cc1	u	u	98	75[may fluoresce red and violet]	u	u	0	0
CN(C)S(=O)(=O)c1ccc(S(=O)(=O)N(CC(=O)Nc2ccccc2)Cc2ccco2)cc1	105	100	120	94	99	97	0	1
Nc1cc(Cl)ccc1C(=O)OCC(=O)N1CCCCCC1	94	105	89	106	101	99	14	1
Cc1cccc(C)c1NC(=O)CN(C)C(=O)c1ccc(-c2cccc(C(F)(F)F)c2)o1	111	107	101	107	102	104	6	0
CC(=O)Nc1ccc(NC(=O)C23CC4CC(C2)CC(n2cnc(Br)n2)(C4)C3)cc1	99	85	83	109	103	102	15	3
CCOc1ccc(NC(=O)C(C)N2C(=O)c3ccccc3S2(=O)=O)cc1 (stereo unspecified)	96	94	101	100	95	94	7	0
Cc1ccc(C)c2[nH]c(=O)c(CN(CC3CCCO3)C(=S)NCc3ccco3)cc12 (stereo unspecified)	104	93	90	105	98	97	6	0
COc1ccc(NC(=O)c2cc(S(=O)(=O)N3CCc4ccccc43)cn2C)cc1	95	93	103	97	95	98	11	0
COC(=O)Nc1nc(-c2cc(Cl)ccc2Cl)cs1	91	94	119	96	92	84	-16	0
CCCCn1c(SCC(=O)Nc2nnc(CC)s2)nc2c1c(=O)n(C)c(=O)n2C	102	102	124	99	97	94	21	4
CCN(C[C@H]1N[C@@](CC)(C(=O)OC)[C@H]2C(=O)N(Cc3ccccc3)C(=O)[C@@H]12)S(=O)(=O)c1ccc(-c2ccccc2)cc1	96	96	93	93	96	94	-8	0
CCC(C)NC(=O)c1ccc(CSCc2ccc(Cl)cc2)o1 (stereo unspecified)	93	97	89	107	100	102	-24	3
CCOC(=O)N1CCN(C(=O)c2cn(CC)c3ccc(S(=O)(=O)N4CCCCC4)cc3c2=O)CC1	86	83	122	104	100	71	3	0
CCCC(C)NC(=O)COc1ccc(S(=O)(=O)c2ccc(OCC(=O)NC(C)CCC)cc2)cc1 (stereo unspecified)	93	87	117	98	97	96	8	1
Cc1ccc2c(c1)nnn2C1CCN(CC(=O)Nc2ccc(F)cc2)CC1	99	120	101	96	104	80	3	1
O=C(N/C(=C\c1ccccc1Cl)C(=O)N1CCOCC1)c1ccc([N+](=O)[O-])cc1	100	113	100	96	96	99	0	1
O=C(CSc1nc(O)c(C2CCCCC2)c(=O)[nH]1)Nc1ccccc1Cl	90	85	87	92	90	93	11	1
CCc1nn(CC(=O)N2CCN(CC)CC2)c(=O)c2cc3sccc3n12	106	100	108	112	100	111	-16	4
Cn1c(CNc2ccc(F)cc2)nc2ccccc21	107	100	102	107	107	103	-3	0
Cc1cc(C)c(C)c(S(=O)(=O)N(C)CCc2ccccn2)c1C	93	84	78	102	102	96	-8	0
Nc1ccc(C(=O)N/N=C/c2ccc(N3CCOCC3)s2)cc1	90	90	106	94	98	94	-21	0
CCOc1ccc(N(CC)C(=O)COc2cc(=O)n(CC)c3ccccc23)cc1	103	105	107	103	103	97	23	1
COc1ccc(CN(CC2CCC(C(=O)O)CC2)C(=S)Nc2ccccc2OC)cc1 (stereo unspecified)	96	119	114	96	95	90	20	5
O=C(CN1CCN(c2ccc(O)cc2)CC1)Nc1ccccc1C(=O)NCCc1ccccc1	103	106	88	99	97	97	-7	1
CCOc1ccccc1C(=O)Nc1cc2c(cc1N1CCCC1)n(CC)c(=O)n2CC	99	102	119	104	97	98	7	0
N=c1c(C(=O)NCc2ccc3c(c2)OCO3)cc2c(=O)n3ccccc3nc2n1Cc1cccnc1	105	109	115	103	103	108	-33	0
COc1ccc(N2CC(C(=O)N/N=C/c3cc([N+](=O)[O-])ccc3O)CC2=O)cc1 (stereo unspecified)	95	92	90	97	92	93	22	1
Cc1ccc(N(CC(=O)N2CCc3ccccc32)S(=O)(=O)c2cccs2)cc1	91	91	87	97	97	100	-5	9
CCO[C@@H]1OC(C(=O)O)=C[C@H](c2csc3ccccc23)[C@H]1CCCO	95	112	97	97	102	97	3	0
COC(=O)c1ccc(-n2nc(C(F)(F)F)c3c2-c2ccoc2CC3)cc1	95	95	104	100	100	86	-8	0
CN(C)CCOC(=O)C12CC3CC(CC(C3)C1)C2	104	90	96	95	101	100	5	0
CCOc1ccc(-c2cc(C(=O)NCC3CCCO3)c3ccccc3n2)cc1 (stereo unspecified)	96	104	120	102	99	95	16	2
COc1cc(/C=C/C(=O)OCC(=O)Nc2c(C)n(C)n(-c3ccccc3)c2=O)ccc1OCC#N	99	100	117	100	97	95	61*	3
COC(=O)c1ccc(-c2ccc(/C=N/NC(=O)CC3(C)OCCCO3)o2)cc1	108	100	90	101	113	105	-6	0
Cc1cc(NCc2ccco2)nc2cc(O)ccc12	101	98	98	101	100	98	-3	3
Cc1ccc(C(=O)NC(C)c2ccc(S(N)(=O)=O)cc2)s1 (stereo unspecified)	101	105	91	105	101	97	-5	0
O=C(c1cccc(S(=O)(=O)N2CCOCC2)c1)N1CCN(C/C=C/c2ccccc2)CC1	96	100	103	101	99	99	5	0
Cc1ccc(OCCNC(=O)CCNS(=O)(=O)c2ccc(C)cc2)cc1	97	103	111	84	94	92	-1	0
COc1ccc(/C=C/C(=O)NC(=S)NCCc2ccc(OC)c(OC)c2)cc1	102	109	101	105	101	101	5	0
COc1ccc(CNC(=O)CN(Cc2ccccc2F)C(=O)c2csnn2)cc1	96	99	102	104	97	100	16	0
Cc1cc(N)n2ncc(-c3ccc(F)cc3)c2n1	95	95	99	109	97	79	12	0
Clc1ccc(Cn2ncc3c(N4CCOCC4)ncnc32)cc1	91	92	86	105	93	97	-4	2
O=C(COc1ccccc1)N(Cc1ccccc1)c1nc(-c2ccccc2)cs1	86	78	106	100	100	107	3	4
CN(CC(=O)Nc1ccc(S(=O)(=O)N2CCCC2)cc1)Cc1cccc(Cl)c1Cl	107	99	95	107	112	108	30	1
O=C(CN(C(=O)CCC(=O)Nc1nccs1)c1ccc(F)cc1)NCC1CCCO1 (stereo unspecified)	113	97	112	123	109	105	11	1
COc1cc(/C=N/NC(=S)NC2CC3CCC2C3)ccc1O (stereo unspecified)	107	79	104	108	100	123	2	0
C=CCNC(=O)CNS(=O)(=O)c1ccc(F)cc1	103	100	109	104	99	94	9	0
CCN(CC)c1ccc(C(=O)NNC(=O)CCNC(=O)c2ccccc2)cc1	96	103	102	102	96	92	-13	0
Cc1ccc(CNC(=O)[C@H](C)N2C(=O)N3CCc4c([nH]c5ccccc45)[C@@]3(C)C2=O)cc1	105	103	94	108	93	104	-26	1
COCCn1c(N)c(N(Cc2ccccc2)C(=O)c2ccc(-c3ccc(Cl)cc3)o2)c(=O)[nH]c1=O	93	98	112	89	88	99	-8	0
N#CCCCCN1c2cccc3cccc(c23)S1(=O)=O	101	110	102	98	101	91	6	0
O=C(C(=O)N1CCc2ccccc2C1)N1CCc2ccccc2C1	98	93	117	100	99	95	3	0

An excerpt from above in order of length of the SMILES, smallest number first.
SMILES	AGP1-GFP MLPCN	LAP4 TOR yeast	CR mimetic SO	MEP2 TOR yeast	RPL19A TOR yeast	CIT2-GFP yeast	VLA-4 inh	GRK2 inh
Cc1cc(NCc2ccco2)nc2cc(O)ccc12	101	98	98	101	100	98	-3	3
Cc1cc(N)n2ncc(-c3ccc(F)cc3)c2n1	95	95	99	109	97	79	12	0
N#CCCCCN1c2cccc3cccc(c23)S1(=O)=O	101	110	102	98	101	91	6	0
COc1cc(/C=N/NC(=S)NC2CC3CCC2C3)ccc1O (stereo unspecified)	107	79	104	108	100	123	2	0
Cc1ccc(OCCNC(=O)CCNS(=O)(=O)c2ccc(C)cc2)cc1	97	103	111	84	94	92	-1	0
O=C(COc1ccccc1)N(Cc1ccccc1)c1nc(-c2ccccc2)cs1	86	78	106	100	100	107	3	4
COc1ccc(/C=C/C(=O)NC(=S)NCCc2ccc(OC)c(OC)c2)cc1	102	109	101	105	101	101	5	0
CN(CC(=O)Nc1ccc(S(=O)(=O)N2CCCC2)cc1)Cc1cccc(Cl)c1Cl	107	99	95	107	112	108	30	1
O=C(c1cccc(S(=O)(=O)N2CCOCC2)c1)N1CCN(C/C=C/c2ccccc2)CC1	96	100	103	101	99	99	5	0
COCCn1c(N)c(N(Cc2ccccc2)C(=O)c2ccc(-c3ccc(Cl)cc3)o2)c(=O)[nH]c1=O	93	98	112	89	88	99	-8	0
Cc1ccc(CNC(=O)[C@H](C)N2C(=O)N3CCc4c([nH]c5ccccc45)[C@@]3(C)C2=O)cc1	105	103	94	108	93	104	-26	1

Later entries
SMILES	AGP1-GFP MLPCN	LAP4 TOR yeast	CR mimetic SO	MEP2 TOR yeast	RPL19A TOR yeast	CIT2-GFP yeast	VLA-4 inh	GRK2 inh
C=CCNC(=S)Nc1nc2c(cc1C(=O)OCC)CCCC2	93	95	101	98	95	95	11	5
COc1ccc(CNc2c(C(=O)O)cnc3c2cnn3C)cc1	99	106	101	100	99	96	-5	0
Cc1nc(=O)c(-c2ccccc2)c(C)n1CCO	88	85	94	88	83	90	8	0
CCc1c(C(=O)Nc2cc(C)ccc2OC)[nH]c(C)c1C(C)=O	101	101	99	102	101	103	0	2
CCN(CC)CCC(c1ccc(N(C)C)cc1)c1c(OC)cc(OC)c2c(-c3ccccc3)cc(=O)oc12 (stereo unspecified)	112	93	109	104	103	105	20	0
Fc1ccccc1-c1nc(NCCCN2CCOCC2)c2ccccc2n1	98	111	104	208*	102	103	11	4
CN1CCN(CC(=O)Nc2nc(-c3ccccc3)cs2)CC1	91	92	113	93	92	88	4	0
O=C(Nc1cccc2nsnc12)c1ccc(-c2ccc(Br)cc2)o1	100	102	110	109	102	104	13	2

Some of these compounds in order of the VLA-4 inh value, rising.
SMILES | VLA-4 inh
CN1CCN(CC(=O)Nc2nc(-c3ccccc3)cs2)CC1 | 4
Cc1nc(=O)c(-c2ccccc2)c(C)n1CCO | 8
O=C(Nc1cccc2nsnc12)c1ccc(-c2ccc(Br)cc2)o1 | 13
